NR2E3 ag-1: NR2E3 agonists in two-hybrid cells, primary screen, cell-based, luminescence, CHO-S, Gal4-NCOR/VP16-NR2E3; AID 602229, 2012; Photoreceptor-specific nuclear receptor (Homo sapiens), Q9Y5X4; 360,000 tested, 0.35% active; luciferase; inhibition of corepressor binding, % at 3.98 µM;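 active means inhibition above the mean of all tested compounds plus 3 SD, cut at about 70% in these data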;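 further: 0% = DMSO with NR2E3 transfected cells and 100% = cells lacking NR2E3 construct; higher means lower luciferase signal from less NR2E3 corepressor binding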
Target sequence (Q9Y5X4 whole entry, looked up, the tested form may be a part): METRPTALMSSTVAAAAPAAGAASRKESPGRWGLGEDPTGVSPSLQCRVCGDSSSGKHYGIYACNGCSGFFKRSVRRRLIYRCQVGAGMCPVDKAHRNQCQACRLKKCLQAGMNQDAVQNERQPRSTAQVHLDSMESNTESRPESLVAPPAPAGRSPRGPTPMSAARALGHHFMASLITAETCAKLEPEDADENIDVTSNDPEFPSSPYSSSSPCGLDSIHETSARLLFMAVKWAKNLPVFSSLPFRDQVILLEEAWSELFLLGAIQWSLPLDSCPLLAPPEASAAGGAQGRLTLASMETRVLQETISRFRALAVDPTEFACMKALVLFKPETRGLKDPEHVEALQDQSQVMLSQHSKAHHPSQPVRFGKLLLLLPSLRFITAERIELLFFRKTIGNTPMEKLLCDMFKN
CaV13 FRET inh: Disruptors of the CACNA1D IQ motif to Ca2+-dependent inactivation inhibitor domain association, primary screening, Förster resonance energy transfer in intact living …. AID 743397. 340,000 tested, 0.098% active. HEK cells, CFP/YFP FRET ICDI-IQ, plate reader, 10 min; percent FRET-ratio fall versus neutral wells. inhibition, % at 12.3 µM;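 active means mean replicate inhibition of at least 30% and at least 1% of replicates passing that level; inconclusive means only one of the two criteria is met; inactive means neither criterion is met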;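 further: 0% = median of the neutral control wells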
PDI turbidity: inhibitors of human PDI, primary screen, biochemical, turbidity, single point, plate reader; Protein disulfide-isomerase (Homo sapiens), P07237; PDI insulin aggregation turbidity, A650, 90 min; inhibition, % at 10 µM; 350,000 tested, 0.052% active;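 active means mean inhibition across replicates of 30% or more, whatever share of single replicates reach that level; inconclusive means mean inhibition below 30% while every single replicate reaches 30%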;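 further: absorbance from insulin aggregation driven by PDI reduction with DTT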
Target sequence (P07237 whole entry, looked up): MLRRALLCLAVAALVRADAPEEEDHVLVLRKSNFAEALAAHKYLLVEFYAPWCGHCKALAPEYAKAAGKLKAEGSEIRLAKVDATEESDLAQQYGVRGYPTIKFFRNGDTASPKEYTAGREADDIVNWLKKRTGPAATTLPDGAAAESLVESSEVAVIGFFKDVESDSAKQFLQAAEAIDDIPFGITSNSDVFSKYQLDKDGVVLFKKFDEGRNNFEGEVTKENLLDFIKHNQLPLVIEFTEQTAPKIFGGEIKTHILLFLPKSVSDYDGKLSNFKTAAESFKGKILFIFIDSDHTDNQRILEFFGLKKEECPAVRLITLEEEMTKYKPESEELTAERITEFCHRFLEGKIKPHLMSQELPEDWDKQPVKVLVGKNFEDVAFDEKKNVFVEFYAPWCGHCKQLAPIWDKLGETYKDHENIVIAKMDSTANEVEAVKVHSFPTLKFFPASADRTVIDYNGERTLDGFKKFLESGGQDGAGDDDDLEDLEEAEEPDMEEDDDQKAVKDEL
aDG glyco act: activators of alpha-DG glycosylation, primary screen, uHTS, Pro5-aDG cells, AlphaScreen. alpha-DG glycosylation AlphaScreen (IIH6); 0% Pro5, 100% B10-LARGE cell signal. activation, % at 10 µM. 360,000 tested, 0.22% active;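 active means activation of at least 8% versus controls, or a plate z-score of at least 8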;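 further: Pro5 are CHO cells carrying HIG-tagged alpha-DG that lacks glycosylation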
Exocytosis inh: LAMP-1 surface exposure blockers, TALL-104 cells – cell-based, flow cytometry, MLPCN library, primary screen | inhibition, % at 10 µM | AID 651702, 2012 | 360,000 tested, 0.66% active | TALL-104 LAMP-1 surface exposure; cells stimulated with thapsigargin and PMA;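 active means inhibition above about 55%, limit read from the data; inconclusive means no clear call, values can overlap the other calls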
MITF TRPM1 inh: inhibitors of MITF-dependent TRPM1 promoter reporter, primary screen, cell-based, SK-MEL-5, single point, luciferase. SK-MEL-5 TRPM1 promoter luciferase, 24 h. inhibition, % at 12.5 µM. 330,000 tested, 0.83% active;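 active means mean inhibition across replicates of 60% or more, whatever share of single replicates reaches that level; inconclusive means some that reach 60%, reason not given; inactive means mean inhibition across replicates below 60%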; further: values of inactives mirror those of a sister screen read the other way
HIF-2a inh: HIF-2a reporter inhibitors, primary screen, luminescence, 786-0 RCC cells; 786-0 RCC cells HIF-2a reporter, luciferase luminescence, overnight; inhibition, % at 18.8 µM; 360,000 tested, 0.72% active; AID 624352, 2012;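 active means inhibition of the luminescence signal of 40% or more relative to plate controls, in a single-dose primary screen at 18.75 µM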
Vif imaging: HIV Vif self-association inhibitors, primary screen, imaging, HEK293T, single point | HEK293T cells, Vif self-association by quenched fluorescence, 24 h | inhibition, % at 7.49 µM | 340,000 tested, 0.35% active | AID 602346, 2012; in the data active means inhibition above about 50%, passing the limit was not always enough; inconclusive means no clear call, values can overlap the other calls; inactive means below about 31%; further: some results filed as inactive read as strong as hits
NR2E3 ag-2: inhibitors of NR2E3-RetCOR corepressor binding, primary screen, NR2E3 agonist project, biochemical, TR-FRET, GST-NR2E3, biotin-RetCOR; 1536-well; inhibition of corepressor binding, % at 4.78 µM; AID 2300, 2010; Photoreceptor-specific nuclear receptor (Homo sapiens), Q9Y5X4; 320,000 tested, 0.12% active;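 active means percent inhibition above the cutoff of mean plus 3 SD of all tested compounds, set per screening campaign, cut at about 20% in these data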;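 further: 0% = DMSO wells and 100% = biotin wells as full block of FRET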
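System: GST-tagged NR2E3 plus biotinylated RetCOR corepressor; Buffer or medium: pH 7.5 Tris-based buffer; Probe or stimulus: RetCOR corepressor, biotinylated, 7 nM; Doses: compound at 4.8 µM, single dose; Schedule: 5 h incubation at 4 °C; Technique: time-resolved FRET; Evaluation: percent inhibition of TR-FRET ratio; Replication: one well per compound, singlicate testing.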
hiPSC survival: enhancers of single-cell hiPSC survival, primary screen, ATPlite luminescence | 100% = ROCK inhibitor wells, 0% = DMSO | survival enhancement, % at 20 µM | 360,000 tested, 0.044% active | AID 602274, 2012; in the data active means survival enhancement above about 18%;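 further: cells exposed to compounds for 16 hours before the ATP read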
Peg3 promoter: Peg3 promoter-driven luciferase inhibitors, primary screen, cell-based, HeLa, luciferase luminescence; HeLa PEG-Prom luciferase reporter, overnight; inhibition, % at 20 µM; 360,000 tested, 1.7% active; AID 588405, 2011;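 active means inhibition of at least 50% at 20 µM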
Numbers without * were called inactive; ? = inconclusive; . = no result given. This is a random part of the collection; about 3.5% have a hit in one of these screens.

SMILES	NR2E3 ag-1	CaV13 FRET inh	PDI turbidity	aDG glyco act	Exocytosis inh	MITF TRPM1 inh	HIF-2a inh	Vif imaging	NR2E3 ag-2	hiPSC survival	Peg3 promoter
COC(=O)C1CCc2c(ccc3c2CCCC3)C1=O (configuration not stated)	-28	-15	10	0.0	-2	-100	-206	3	.	1.4	-321
Nc1nc(SCC(=O)NCCC(c2ccccc2)c2ccccc2)n[nH]1	-13	.	0	.	0	-6	.	8	-1	.	.
CCN1CCN(CCc2nc3cc([N+](=O)[O-])ccc3n2C)CC1	-23	-15	-2	-0.2	25	-1	17	6	3	-0.4	8
COc1ccccc1CNC(=O)COc1ccc(Br)c(C)c1	-5	-1	5	0.1	6	-9	-13	-15	-4	-0.3	-2
Cc1ccc(C(=O)Nc2nnc(S(=O)(=O)N3CCN(c4ccc(F)cc4)CC3)s2)cc1	-18	-15	3	0.0	-2	-28	-25	2	-3	-0.5	-15
Cc1onc(-c2ccccc2)c1C(=O)Nc1nnc(N(C)Cc2ccccc2)s1	-19	-2	8	0.9	-4	21	9	-1	3	2.0	22
COc1cc(C=NNc2ccc(S(=O)(=O)Nc3ccccc3C(=O)O)cc2[N+](=O)[O-])ccc1O	-10	-2	19	0.0	6	8	18	2	.	0.4	0
COc1cccc(NC(=O)COC(=O)CC(NC(N)=O)c2ccc(Cl)cc2)c1 (configuration not stated)	-26	-3	3	-0.1	0	-3	12	2	0	-0.4	0
CN=C1S/C(=C\c2ccc(N3CCOCC3)c(F)c2)C(=O)N1C	-30	-5	-4	-0.1	0	-42	-49	10	-3	-0.5	-119
O=C(Nc1ncccc1Cl)c1ccccc1F	-22	-8	1	-0.4	-4	-3	-51	-1	0	0.7	-66
O=C(CNS(=O)(=O)c1cccc2nonc12)NCc1ccc(F)cc1	16	-4	-4	0.0	-5	-10	3	13	2	-0.1	8
COc1ccc(C(=O)C2CCCN(C(=O)c3ccc(OC)o3)C2)c(C)c1 (configuration not stated)	-21	-5	11	0.4	31	7	1	-6	-3	0.4	8
O=C(Nc1nnc(SCc2cccnc2)s1)C1CC(=O)N(c2ccc(F)cc2)C1 (configuration not stated)	-37	-2	-1	-0.1	-2	1	-3	-1	2	-0.1	12
O=C(NN=Cc1ccccc1C(=O)O)C(=O)NN=Cc1ccccc1C(=O)O	-1	-6	4	-0.3	-7	2	9	6	.	2.5	5
O=c1[nH]c2c(=O)[nH]cnc2nc1-c1ccccc1	-16	?	-3	-0.1	6	4	20	-3	1	0.3	-2
CCn1c(COc2ccc(OC)cc2)nc2ccccc21	-85	-4	-1	0.1	0	-45	-218	-3	4	1.1	-202
C[C@]12C(=O)N(c3cccc(Cl)c3)C(=O)N1[C@@H]1c3ccccc3OC[C@@H]1[C@H]2c1ccccc1	2	-5	-1	0.0	-5	-3	4	0	.	0.9	-4
CCCCCCc1cc2cc(S(=O)(=O)c3ccc(F)cc3)c(=O)oc2cc1O	-23	53*	5	0.2	-2	-10	5	-11	1	-0.6	43
Cc1ccc(N2CCN(/N=C/c3cccnc3)CC2)cc1	9	-5	4	-0.1	2	-15	-38	-4	.	-0.6	-27
COc1ccc(CCNC(=O)C2CC3Cn4c(nc5cc(Cl)c(Cl)cc54)C3N2C)cc1 (configuration not stated)	25	-10	-4	-0.2	83*	-8	14	-2	-3	-3.1	4
COc1cccc(CC(NC(C)=O)C(=O)NC2CCN(C(=O)c3ccncc3)CC2)c1OC (configuration not stated)	-14	-3	1	0.0	-4	-13	14	-3	.	0.3	16
COc1ccccc1C(=O)NNC(=O)C(=O)Nc1ccc(C)c(Cl)c1	-30	-7	-7	0.0	-15	-6	-3	-13	2	-0.1	-1
CC(C)c1cc(=O)[nH]c(SCC(=O)NC2CCCC2)n1	-13	.	-1	0.5	-8	1	7	6	0	-0.4	2
Cc1ccc(C)c(OCC(=O)NC(Cc2c[nH]c3ccccc23)C(=O)O)c1 (configuration not stated)	-22	-4	5	0.0	4	2	10	-5	4	0.7	10
CCN1CCN(CCCN(Cc2ccco2)C(=S)Nc2cc(Cl)ccc2C)CC1	-10	4	1	-0.1	-1	1	28	9	0	0.2	4
Cc1ccc(C(=O)C2C(=O)C3CCC2C3)cc1 (configuration not stated)	-70	-5	-3	-0.2	-18	.	46*	-2	.	-1.5	38
CCOc1ccc(-n2cnnn2)cc1S(=O)(=O)NCCc1ccc(OC)c(OC)c1	-4	-7	1	0.7	4	9	-14	-2	-1	-0.6	13
CN1CCC(Oc2ccc(Sc3ccccc3)cc2)CC1	-61	-5	11	2.1	-3	-63	-158	-4	-1	-1.6	-210
COC(=O)C1CCN(C(=O)c2sc3nc(-c4ccc(F)cc4)cn3c2C)CC1	-32	-4	-1	0.2	-4	-10	-18	11	-3	1.9	-15
CCCNc1ncnc2onc(C)c12	6	-5	-2	0.2	-3	-3	17	-14	0	3.2	10
N#CC1(c2ccc(NC(=O)c3ccccc3)cc2)CCCC1	-138	.	-4	0.0	0	-32	-172	4	3	-3.1	-202
O=C(CN1CCSC1=O)N1CCN(S(=O)(=O)c2ccc(Cl)cc2)CC1	-32	-6	-17	0.2	5	-3	-7	0	-1	0.3	8
O=C(NC(=S)NCCO)c1cn(-c2ccccc2)nc1-c1ccccc1	7	0	4	0.4	-2	7	10	4	-2	1.2	21
CC1CC/C(=C\c2ccc3c(c2)OCO3)C(=O)/C1=C/c1ccc2c(c1)OCO2 (configuration not stated)	-5	-6	-7	-0.6	2	1	17	3	6	-3.5	-40
O=C(Nc1ccc([N+](=O)[O-])cn1)c1cc(-c2cccc(Br)c2)nc2ccccc12	-9	-5	-4	0.1	1	2	11	5	2	-1.5	13
Cc1noc(C)c1C(=O)N1CCC1(C)C(=O)NS(=O)(=O)c1ccc(F)cc1F (configuration not stated)	6	-10	1	-0.1	4	.	9	18	.	-1.4	2
COc1ccc(/C=C/CN2CCN(Cc3cccc(OC)c3)C(CCO)C2)cc1 (configuration not stated)	-8	1	-1	0.3	-2	7	6	-6	0	-1.2	4
CC1(C)CC(=O)C(Sc2ccccc2)=C(O)C1	12	-5	-7	0.1	-2	-1	13	-5	-3	0.0	10
COc1ccc(NC(=O)N(C)C[C@H]2Oc3ncc(Br)cc3C(=O)N([C@H](C)CO)C[C@@H]2C)cc1	9	-7	-2	0.0	20	.	8	.	.	0.6	1
COc1cc(NC(=O)c2ccco2)c(OC)cc1NC(=O)Nc1ccccc1Cl	-38	-8	-1	-0.1	3	-3	10	-2	1	-0.3	8
O=C1N2CCSC2=NC1(Nc1nccs1)C(F)(F)F (configuration not stated)	-4	.	0	-0.1	-8	5	-10	.	-1	2.8	4
COc1ccc(OC)c(C(=O)N(C[C@H]2CC[C@@H]([C@@H]3CC[C@H](CO)O3)O2)C(C(=O)NC(C)(C)C)c2ccc(-c3ccccc3)cc2)c1 (some centres not stated)	-9	-6	15	5.8*	0	-7	0	-1	.	-0.4	3
CC#C[C@@H](CC)c1ccc2ccn(C)c2c1	-20	-7	-3	-0.4	-5	.	-61	-2	2	-0.3	-57
Cc1ccc(C(C(=O)NC(C)(C)C)N(C(=O)c2csnn2)c2ccccc2F)o1 (configuration not stated)	8	-3	1	-0.1	0	-9	10	-10	-2	-0.3	11
CC(=O)NCCC1CCCCN1Cc1nc(Cc2cccc(C(F)(F)F)c2)no1 (configuration not stated)	-4	.	1	0.2	-1	8	13	1	-2	2.1	11
Cc1cc(C)nc(SCc2ccc([N+](=O)[O-])cc2)n1	-22	-2	-2	0.3	-2	-14	-1	-3	-2	0.3	-10
O=C(NCc1ccco1)c1cccc(Nc2nc3ccc(Br)cc3[nH]2)c1	-6	-10	-1	-0.2	-4	-7	7	0	2	-1.7	19
CNC(=O)COC(=O)c1cc(SC)ccc1Cl	-14	-1	-1	-0.1	3	4	5	-14	-2	-0.5	5
CC(C)(C)C(=O)NC(NC(=S)Nc1sc2c(c1C#N)CCCC2)C(Cl)(Cl)Cl (configuration not stated)	-22	.	0	0.1	1	9	-14	-6	-1	5.6	10
O=C(COc1ccccc1O)N1CCN(C(=O)c2ccco2)CC1	-25	.	2	-0.2	-2	0	7	6	6	9.2	-2

(list continues)
SMILES	NR2E3 ag-1	CaV13 FRET inh	PDI turbidity	aDG glyco act	Exocytosis inh	MITF TRPM1 inh	HIF-2a inh	Vif imaging	NR2E3 ag-2	hiPSC survival	Peg3 promoter
COCC1=C(C(=O)OC)C(c2cccs2)n2ncnc2N1 (configuration not stated)	-3	-4	0	-0.1	-6	-8	6	1	1	-0.9	7
O=C1C2C3C=CC(C3)C2C(=O)N1c1cccc(N2C(=O)C3C4C=CC(C4)C3C2=O)n1 (configuration not stated)	-7	-9	3	0.1	2	6	-3	2	-1	-0.1	14
COc1ccc(C(N)c2csc(Nc3ccc(C(=O)c4ccccc4)cc3)n2)cc1 (configuration not stated)	28	-2	11	1.9	4	.	-13	0	.	-2.6	31
Cc1ccc(N2CN(S(=O)(=O)c3cccc([N+](=O)[O-])c3)c3nc4ccccc4nc32)cc1	8	.	-3	0.0	-3	-5	-16	-3	-1	1.4	-5
O=C(Nc1ccc(Cl)c(Cl)c1)OCc1cnc(Cl)s1	9	-2	0	0.8	3	-3	-148	-4	-1	-0.1	-42
Cc1cc(-c2nc3ncccc3o2)ccc1NC(=O)c1ccc([N+](=O)[O-])o1	3	-5	12	0.0	-3	-3	-2	?	.	4.4	-6
COc1ccc(S(=O)(=O)N(CC(=O)NCc2cccnc2)C2CCCCC2)cc1OC	-14	-5	-8	-0.1	-2	0	21	1	1	2.3	20

In another format: results already given.
The line under a structure holds: NR2E3 ag-1 | CaV13 FRET inh | PDI turbidity | aDG glyco act | Exocytosis inh | MITF TRPM1 inh | HIF-2a inh | Vif imaging | NR2E3 ag-2 | hiPSC survival | Peg3 promoter
> O=C1C2C3C=CC(C3)C2C(=O)N1c1cccc(N2C(=O)C3C4C=CC(C4)C3C2=O)n1 (configuration not stated)
  -7 | -9 | 3 | 0.1 | 2 | 6 | -3 | 2 | -1 | -0.1 | 14
> COc1ccc(C(N)c2csc(Nc3ccc(C(=O)c4ccccc4)cc3)n2)cc1 (configuration not stated)
  28 | -2 | 11 | 1.9 | 4 | . | -13 | 0 | . | -2.6 | 31
> Cc1ccc(N2CN(S(=O)(=O)c3cccc([N+](=O)[O-])c3)c3nc4ccccc4nc32)cc1
  8 | . | -3 | 0.0 | -3 | -5 | -16 | -3 | -1 | 1.4 | -5

Screens (PubChem)
